M1 antag: blocks human M1 muscarinic receptor. inhibition, % at 3 µM. CHO-K1 hM1, Fluo-8 calcium fluorescence, ACh EC80 antagonist. hit rate 1.3% among 360,000. P11229. AID 588852;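 active means percent inhibition above its own plate's cutoff, namely the mean of that plate's compound wells plus 3 SD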;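 further: peak over basal fluorescence ratio during 140 s after agonist addition; 0% = ACh EC80 plus DMSO and 100% = DMSO alone without agonist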
Target sequence (P11229 whole entry, looked up): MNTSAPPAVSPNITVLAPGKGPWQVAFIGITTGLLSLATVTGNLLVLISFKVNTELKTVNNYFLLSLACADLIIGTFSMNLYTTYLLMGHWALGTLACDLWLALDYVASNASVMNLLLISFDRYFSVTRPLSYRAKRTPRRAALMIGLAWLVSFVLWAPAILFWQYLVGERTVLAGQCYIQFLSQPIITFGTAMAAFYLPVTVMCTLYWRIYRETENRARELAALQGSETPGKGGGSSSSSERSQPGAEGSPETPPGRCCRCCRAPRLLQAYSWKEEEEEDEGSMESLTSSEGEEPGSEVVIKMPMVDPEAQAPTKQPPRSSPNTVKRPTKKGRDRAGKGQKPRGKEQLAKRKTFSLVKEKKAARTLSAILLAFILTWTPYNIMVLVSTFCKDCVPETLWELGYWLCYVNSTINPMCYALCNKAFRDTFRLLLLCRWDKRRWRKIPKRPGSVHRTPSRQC
M1 ag parental: nonselective activator or artifact in parental CHO-K1 cells. Fluo-8 calcium fluorescence; scaled to maximal ATP response, vehicle zero. activation, % at 3 µM. hit rate 0.48% among 360,000. AID 602248; in the data active means activation above about 15%;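 further: untransfected CHO-K1 host cells lacking M1 receptor as counterscreen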
M1 PAM parental: nonselective activator or artifact in parental CHO-K1 calcium assay; activation, % at 3 µM; ATP EC20, Fluo-8 calcium fluorescence; 0% at ATP EC20, 100% at ATP max; hit rate 0.02% among 360,000;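 active means activation above the run cutoff, the mean activation of all test compounds plus 3 SD, cut at about 40% in these data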;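 further: peak over basal fluorescence ratio in a 140 s read after ATP addition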
OXTR potentiator: potentiators of human oxytocin receptor; P30559; AID 2445; CHO-OTR cells, Fluo-8 calcium fluorescence, potentiator mode; 0% = oxytocin EC15, 100% = EC100; hit rate 0.061% among 320,000; activation, % at 3 µM;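 active means activation above that plate's cutoff, the mean activation of tested compounds plus 3 SD, cut at about 6.6% in these data, passing the limit was not always enough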;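 further: 100% uses oxytocin at 75 nM as the full agonist control; some results filed as inactive read as strong as hits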
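Replication – single well per compound, singlicate · Assay system – CHO cell line stably expressing human OTR · Timing – 6 min pre-incubation, 100 s read · Measure – normalized max/min fluorescence ratio, % activation · Doses – 3.0 µM, one dose · Detection – Fluo-8 calcium dye fluorescence · Probe or stimulus – oxytocin near EC15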
CHO-K1 Ca antag: counter-screen for M1 antagonists: effect in parental CHO-K1 cells; inhibition, % at 3 µM; hit rate 0.6% among 360,000; ATP-induced calcium, Fluo-8 fluorescence;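 active means inhibition above a per-plate cutoff, the plate's mean sample inhibition plus 3 SD, cut at about 24% in these data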;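 further: 0% = DMSO plus EC80 ATP and 100% = DMSO alone without ATP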
TAAR1 antag: human TAAR1 antagonism; Q96RJ0; CHO RD-HGA16 TAAR1, Fluo-8 calcium fluorescence, antagonist; inhibition, % at 3 µM; hit rate 1.5% among 360,000; AID 624466;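 active means inhibition above a per-plate cutoff, the mean inhibition of test compounds on that plate plus 3 SD, cut at about 49% in these data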;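 further: 0% = DMSO plus EC80 beta-PEA response and 100% = DMSO alone without agonist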
Target sequence (Q96RJ0 whole entry, looked up): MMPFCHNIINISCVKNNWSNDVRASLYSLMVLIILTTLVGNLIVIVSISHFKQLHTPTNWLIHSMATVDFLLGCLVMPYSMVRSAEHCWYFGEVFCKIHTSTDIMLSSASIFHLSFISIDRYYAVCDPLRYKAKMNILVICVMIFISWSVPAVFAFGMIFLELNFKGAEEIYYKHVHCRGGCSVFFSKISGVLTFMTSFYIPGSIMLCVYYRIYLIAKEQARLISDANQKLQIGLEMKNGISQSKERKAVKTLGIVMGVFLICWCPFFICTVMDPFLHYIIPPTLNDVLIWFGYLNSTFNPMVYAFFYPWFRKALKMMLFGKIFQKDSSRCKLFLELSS
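Material: RD-HGA16 CHO cells with stable hTAAR1 and Gα16; Dosing: single nominal final test compound concentration of 3 µM; Schedule: seeding 17-24 h prior, 75-min 37 °C, 30-min RT dye loading; Detection: kinetic Fluo-8 calcium fluorescence measurement; Measure: % inhibition from peak post-agonist over basal fluorescence ratio; Benchmarks: vehicle and agonist controls.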
CHRM1 agonist: activates human CHRM1 receptor; P11229; CHO-K1 hM1, Fluo-8 calcium fluorescence, agonist mode; 0% DMSO, 100% acetylcholine EC100; activation, % at 3 µM; hit rate 0.33% among 360,000;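 active means activation above the run's mean compound activation plus 3 SD, cut at about 16% in these data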;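 further: peak over basal fluorescence ratio within a 140 s kinetic read after compound addition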
TAAR1 ag: human TAAR1 agonism; Q96RJ0; CHO RD-HGA16 TAAR1, Fluo-8 calcium fluorescence; vehicle wells 0%, saturating PEA agonist 100%; activation, % at 3 µM; hit rate 0.99% among 360,000;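 active means activation above the mean activation of all test compounds in the run plus 3 SD, cut at about 38% in these data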
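System: CHO-derived RD-HGA16 cells with stable Gα16 and human TAAR1 / Times: 17-24 h plating, Fluo-8 75 min 37 °C, 30 min RT / Technique: calcium-sensitive Fluo-8 signal, excitation 470-495, emission 515-575 nm / Measure: % activation relative to PEA EC100 response / Benchmarks: DMSO and PEA EC100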
CHO parental Ca: signal in parental CHO cells, OX1R antagonist counter-screen. parental CHO-K1, ATP-induced calcium, Fluo-8 fluorescence. inhibition, % at 5.6 µM. hit rate 0.63% among 330,000. AID 463079;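 active means inhibition above that plate's mean sample inhibition plus 3 SD, cut at about 26% in these data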;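 further: 0% = ATP-challenged DMSO wells and 100% = DMSO wells without ATP; some compounds past the cut are filed as inactive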
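Material – parental CHO cells · Reagent – ATP stimulus · Compound – single nominal dose of 5.6 µM per compound · Detection – Fluo-8 fluorescence · Read-out basis – percent inhibition of calcium signal · Controls – ATP-challenged DMSO wells low, unchallenged DMSO wells high · Repeats – no replicates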
Starred values were filed as active, the others as inactive; · = no result given.

SMILES	M1 antag	M1 ag parental	M1 PAM parental	OXTR potentiator	CHO-K1 Ca antag	TAAR1 antag	CHRM1 agonist	TAAR1 ag	CHO parental Ca
Cc1ccccc1C(=O)Nc1nnc(-c2ccncc2)o1	-4.0	0.5	-13.5	-14.2	-15.8	-22.8	-3.1	2.4	-7.5
CCc1nnc(NC(=O)C2CCN(c3nccc(C)n3)CC2)s1	1.8	-0.1	-5.9	-4.4	-4.1	2.2	-2.7	0.7	-2.5
Cc1ccc(C2=CC(c3ccc(N(C)C)cc3)n3nnnc3N2)cc1 (stereo not drawn)	12.4	4.8	0.8	-7.0	18.5	-6.5	3.6	1.9	0.9
CC(C)N(C(=O)CN1CCN(C(=O)C2COc3ccccc3O2)CC1)C(C)C (stereo not drawn)	1.8	2.6	11.0	-4.5	-10.7	2.9	-5.2	-0.5	-8.2
COc1ccc(-c2c(N)cnc(C(=O)O)c2C)c(OCc2ccccc2)c1OC	1.2	0.4	-0.8	·	5.7	-14.8	1.0	0.8	·
O=C1N/C(=N\N=C\c2ccccn2)SC1Cc1cccc(SC(F)F)c1 (stereo not drawn)	-3.9	0.6	10.7	0.5	-8.5	10.2	-5.1	9.2	-18.2
CCS(=O)(=O)n1nc(-c2ccccc2)nc1NCc1ccco1	-4.8	-0.7	-7.0	0.1	10.8	-6.6	-5.8	0.6	-11.5
COc1ccc([N+](=O)[O-])cc1N(CC(=O)NCC1CCCO1)S(C)(=O)=O (stereo not drawn)	-7.0	4.1	13.4	-4.8	-2.4	-4.4	-5.4	0.4	-5.6
Cc1cc(CN(C)C(=O)c2ccc(OC3CCN(Cc4ccccn4)CC3)cc2)on1	-3.2	2.2	11.7	-17.1	-23.4	-22.6	-13.6	6.0	-9.4
Cn1c(NC(=O)C2c3ccccc3Oc3ccccc32)cc(=O)n(C)c1=O	-15.0	1.1	20.5	-24.5	-7.4	-1.2	-0.4	11.1	-10.1
COc1ccc(F)cc1S(=O)(=O)N1CC(C)CC(C)C1 (stereo not drawn)	-4.5	0.7	25.7	2.5	-14.1	21.9	-5.5	1.4	-9.8
NC(=O)C(C1=CCCCC1)c1ccccc1 (stereo not drawn)	-9.8	-0.4	6.4	·	-5.9	-9.7	-2.5	-0.2	·
Cc1nc(SCC(=O)N2CCNC2=O)c2ccccc2n1	-0.2	0.9	10.0	3.0	-11.7	-16.3	-0.3	2.7	-16.0
COc1cccc(C(C)(O)c2nc(-c3ccccc3)cs2)c1 (stereo not drawn)	5.2	3.2	11.8	·	-4.3	1.5	-3.2	1.1	·
O=C(Nc1ccccc1)C1CC(=O)N(c2ccc3c4c(cccc24)CC3)C1 (stereo not drawn)	-3.9	4.4	19.4	-6.0	-26.2	9.8	-10.2	10.9	-15.8
COc1ccc(-n2ccnc2SCC(=O)Nc2ccccc2)cc1	4.3	-0.1	-7.7	-7.6	-8.8	-19.3	-2.7	10.2	-3.3
CN=C(C)/C(C(=O)OC)=C(/O)c1c(F)cccc1F	7.7	0.6	12.7	-0.9	1.3	-24.6	-2.1	0.6	-5.3
Cc1cc(C)cc(NC(=S)NCCN(C2CCCCC2)C2CCCC2)c1	1.4	1.2	3.5	-2.1	-7.7	7.6	-6.8	3.2	-21.3
CCOc1ccc(CC(=O)OCc2cc(=O)n3cc(Br)ccc3n2)cc1	-2.3	3.5	15.9	-30.4	-7.8	0.0	-4.5	5.2	-16.1
O=C(COc1cccc(C(F)(F)F)c1)NNC(=O)c1ccc(=O)[nH]c1	6.6	0.6	5.1	3.4	-13.0	-2.9	-2.0	4.6	-0.5
Cc1cccc(C)c1NC(=O)CN(C)C(=O)CN1C(=O)NC2(CCCC2)C1=O	12.3	1.9	-12.1	-4.0	6.0	-25.1	-1.2	0.4	-4.2
CC(C)(C)c1ccc(OCC(O)CN(CCO)CC(O)Cn2ccc3ccccc32)cc1 (stereo not drawn)	2.0	0.7	15.2	-12.6	2.5	-0.3	-2.5	4.0	-2.5
Cc1cc(C)cc(NC(=O)CCCn2nc(C)c3c(C)n(-c4ccccc4)nc3c2=O)c1	1.6	-0.8	-7.9	-1.8	-9.8	4.5	-7.8	-2.1	-16.8
CC1(C)OC(c2ccccc2)=C/C(=C/C=Nc2ccccc2)O1	0.1	-0.3	0.4	-2.2	1.7	-24.1	-4.5	5.0	-14.8
CC(CNC(=S)Nc1cc(F)cc(F)c1)CSc1ccc(Cl)cc1 (stereo not drawn)	24.3	11.9	-7.8	-8.1	12.0	2.1	3.2	2.1	5.0

An excerpt from above, limited to TAAR1 antag.
| Structure | TAAR1 antag |
| --- | --- |
| CCS(=O)(=O)n1nc(-c2ccccc2)nc1NCc1ccco1 | -6.6 |
| COc1ccc([N+](=O)[O-])cc1N(CC(=O)NCC1CCCO1)S(C)(=O)=O (stereo not drawn) | -4.4 |
| Cc1cc(CN(C)C(=O)c2ccc(OC3CCN(Cc4ccccn4)CC3)cc2)on1 | -22.6 |
| Cn1c(NC(=O)C2c3ccccc3Oc3ccccc32)cc(=O)n(C)c1=O | -1.2 |
| COc1ccc(F)cc1S(=O)(=O)N1CC(C)CC(C)C1 (stereo not drawn) | 21.9 |

Additional records follow.
SMILES	M1 antag	M1 ag parental	M1 PAM parental	OXTR potentiator	CHO-K1 Ca antag	TAAR1 antag	CHRM1 agonist	TAAR1 ag	CHO parental Ca
Cc1ccc(S(=O)(=O)N2CCCCC2)cc1C(=O)NCc1ccncc1	2.1	0.0	-3.7	-12.5	-8.6	4.0	-2.1	0.1	-0.8
COc1ccc2c(C)nc(Nc3nc(C)cc(C)n3)nc2c1	1.0	0.2	-1.8	1.0	-3.6	0.2	-4.7	5.4	-13.8
NC(=O)c1c(NC(=O)c2ccccc2)sc2c1CCc1ccccc1-2	13.7	0.3	-4.6	-5.3	-6.0	-6.3	0.1	6.2	-15.8
Cc1cc(NC(=O)CSc2nnc(COc3cccc(C)c3C)n2C)no1	-3.8	-0.4	16.9	1.0	-16.1	1.6	-3.3	9.6	-4.7
O=C1C=C(c2ccccc2)CC(/C=C/c2ccccc2)C1 (stereo not drawn)	-5.7	1.5	28.8	-2.2	-5.7	14.2	-8.3	2.2	-19.9
CN(CC(=O)Nc1ccc(F)c(F)c1F)C(=O)C1CCC1	-2.5	0.0	-17.0	-1.7	5.8	-44.1	-3.5	11.8	-9.1
CCOCc1c(C(=O)NCc2ccccc2CN2CCCC2)oc2ccccc12	7.5	0.0	1.4	0.0	-11.4	10.3	-8.0	-0.5	-16.1
Oc1c(Cl)cc(Cl)cc1CNc1ccc(Br)cn1	-23.9	0.1	7.6	-14.0	-4.8	18.6	-2.4	10.9	-8.4
Cc1cccc(NC(=O)CN2C(=O)N/C(=C/c3ccc(-c4cccc(C(=O)O)c4C)o3)C2=O)c1	-1.2	0.0	-12.4	-2.2	20.9	2.3	-2.4	0.6	-8.7
CSc1nnc(-c2ccccc2)c(=O)[nH]1	-15.3	-0.1	-7.0	3.4	18.2	-3.2	0.1	9.4	-4.9
O=C(COc1cccnc1[N+](=O)[O-])NCCc1ccc(Cl)cc1	-1.0	1.0	8.0	-3.5	-5.9	-15.5	-6.4	2.9	-8.9
O=C(COC(=O)C1CC1)Nc1ccc2c(c1)OCO2	2.7	-0.2	-6.4	-3.3	-2.8	-9.0	-3.6	3.3	3.4
CC1CN(C(C)C)C(=S)N(c2ccccc2)C1=O (stereo not drawn)	-9.8	0.6	5.9	·	-9.9	-25.6	-1.6	0.7	·
O=C(O)CC1=C(Nc2ccccc2)C(=O)N(c2ccccc2)C1c1ccc(F)cc1 (stereo not drawn)	-5.2	0.6	25.3	-5.4	-1.8	-0.6	-7.2	4.9	-12.5
Cc1cccc(NC(=O)NNC(=O)c2ccc3ccccc3c2O)c1	0.7	1.5	-4.4	·	-5.4	-14.9	-1.6	0.2	·
CC[C@@H](C)[C@H](NC(=O)CNC(=O)Cc1c(C)c2c(cc(C)c3c(C)coc32)oc1=O)C(=O)O	0.4	-0.7	-8.6	4.6	2.6	6.7	3.0	-1.1	-2.8
CC(=O)c1c(C)nn(C(=O)c2cccs2)c1C	-9.3	-0.5	-3.1	-4.6	13.9	-0.9	-2.0	0.1	-3.6
COc1cccc(C(=O)NC2CCN(CC(=O)Nc3cccc(C)c3C)CC2)c1	3.5	0.2	-5.6	-14.6	-4.3	-4.7	-8.7	-0.2	-18.6
CC1CCCC(NC(=O)CN2C(=O)NC(c3ccccc3)(c3ccccc3)C2=O)C1C (stereo not drawn)	16.8	-0.8	-4.1	·	-4.0	-24.3	-6.7	-1.9	·
Cc1ccc(C(=O)C2=C(O)C(=O)N(c3ncccn3)C2c2ccc(F)cc2)o1 (stereo not drawn)	-16.1	1.6	21.1	1.1	-5.7	-19.0	0.4	-0.2	-4.7
CC(C)(C)CC(=O)N1CCC(c2nc3c(nnn3Cc3c(F)cccc3Cl)c(=O)[nH]2)CC1	-23.3	0.0	-3.0	-5.5	-4.9	0.5	-3.7	4.4	-26.2
C1CC(=NN=C2CCSCC2)CCS1	-11.0	0.3	24.1	·	-13.1	-11.6	-1.0	0.4	·
Cc1c(Br)c([N+](=O)[O-])nn1CCCC(=O)NC(C)c1ccccc1 (stereo not drawn)	-3.1	0.8	11.8	7.7	-5.2	2.1	-5.8	-0.1	-3.5
Cc1ccc(Cc2c(-c3ccc(C)cc3)nc3c(Cl)cc(C(F)(F)F)cn23)cc1	1.0	1.1	6.9	·	9.5	·	-8.5	·	·
Cc1ccccc1OCc1csc(N)n1	2.9	-0.1	2.4	-1.9	-3.6	-14.4	-3.6	-1.2	-7.0
CCCN(CCC)C(=O)CC(c1ccccc1)c1ccc(C)cc1O (stereo not drawn)	0.5	-0.9	6.4	-3.7	-17.2	3.1	-10.4	3.6	-20.2
COc1ccc(/C=C2\N=C(c3ccc(C)cc3)OC2=O)cc1	-15.0	0.2	9.9	1.5	-3.2	8.8	-2.4	-0.1	-3.0
CNC[C@@H]1Oc2ccc(NS(=O)(=O)c3ccc(Cl)cc3)cc2C(=O)N([C@H](C)CO)C[C@@H]1C	-11.6	-0.3	-11.0	-4.3	-5.2	-0.5	-10.7	-0.3	-13.4
O=C(CN1CCN(c2ccccc2)CC1)NCc1ccc(F)cc1	-8.9	-0.1	-3.5	-11.7	-5.5	-18.9	-4.2	5.0	-13.8

An excerpt from above in order of the CHRM1 agonist value, low to high.
mol	CHRM1 agonist
O=C(COc1cccnc1[N+](=O)[O-])NCCc1ccc(Cl)cc1	-6.4
CC(=O)c1c(C)nn(C(=O)c2cccs2)c1C	-2.0
NC(=O)c1c(NC(=O)c2ccccc2)sc2c1CCc1ccccc1-2	0.1

Compound activity (PubChem)
